From PubChem BioAssay
ZTA DNA inh: counter-screen for EBNA-1 inhibitors: inhibitors of Epstein-Barr virus ZTA. P03206. ZTA-DNA binding, fluorescence polarization. inhibition, % at 11 µM. 320,000 tested, 0.15% active. AID 2234; in the data active = inhibition above about 33%
Target sequence (P03206 whole entry, looked up): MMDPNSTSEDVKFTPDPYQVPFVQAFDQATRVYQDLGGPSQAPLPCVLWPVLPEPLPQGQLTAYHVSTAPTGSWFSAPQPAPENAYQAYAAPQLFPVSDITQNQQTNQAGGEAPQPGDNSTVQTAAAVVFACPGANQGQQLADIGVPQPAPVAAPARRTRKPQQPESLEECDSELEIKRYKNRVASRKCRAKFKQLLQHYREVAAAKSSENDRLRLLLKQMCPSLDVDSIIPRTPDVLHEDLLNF
Yeast superoxide: reduction of superoxide in aged yeast, primary screen, HTS; S. cerevisiae aged cells, superoxide DHE fluorescence; hits give low values; superoxide response (% of plate mean), % at 10 µM; 330,000 tested, 0.18% active; AID 2690, 2010;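 active = superoxide response under a set limit, about three screen SD below normal, cut at about 65% in these data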;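 also: yeast aged for seven days with compound at 30 °C before DHE staining; 100% = average MFI of all compound-treated wells on the plate with controls excluded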
BCLXL inh: inhibitors of human Bcl-xL, primary screen, biochemical, fluorescence polarization, HTS; Bcl-2-like protein 1 (Homo sapiens), Q07817; GST-Bcl-xL / FITC-Bim BH3 peptide fluorescence polarization; inhibition, % at 10.9 µM; 320,000 tested, 0.7% active;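 active = inhibition above the mean of all tested compounds plus 3 SD, cutoff set per campaign, cut at about 30% in these data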;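 also: 0% = DMSO wells and 100% = unlabeled Bim-BH3 peptide competitor; inhibitors lower millipolarization by displacing the labeled peptide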
Target sequence (Q07817 whole entry, looked up): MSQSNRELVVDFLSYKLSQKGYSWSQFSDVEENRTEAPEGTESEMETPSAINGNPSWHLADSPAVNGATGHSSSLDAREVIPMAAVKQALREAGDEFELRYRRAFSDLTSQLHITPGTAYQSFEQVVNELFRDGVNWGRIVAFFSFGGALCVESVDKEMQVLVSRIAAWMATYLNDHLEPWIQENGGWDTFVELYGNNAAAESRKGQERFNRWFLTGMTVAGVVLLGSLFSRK
MCL1-BIM inh: inhibitors of MCL1 binding to BIM-BH3, primary screen, biochemical, fluorescence polarization | Induced myeloid leukemia cell differentiation protein Mcl-1 (Homo sapiens), Q07820 | GST-MCL1 / FITC-Bim-BH3 fluorescence polarization | inhibition, % at 10.9 µM | 320,000 tested, 0.68% active;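 active = inhibition above the mean inhibition of all tested compounds plus 3 SD, set per campaign, cut at about 40% in these data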;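 also: 0% = DMSO wells and 100% = unlabeled Bim-BH3 peptide control; higher means more loss of mP so more displacement of Bim peptide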
Efflux pump mplx: inhibitors of Candida efflux pumps in yeast, primary screen, S. cerevisiae, Nile Red, multiplex | S. cerevisiae Candida pump triplex | inhibition, % at 10 µM | 330,000 tested, 0.44% active | AID 485275, 2010;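 active = plate passing quality check with inhibition over a set limit, or well fluorescence over plate mean plus 4 SD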;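 also: Nile Red retained in pooled yeast measured as flow cytometry median fluorescence; 0% = buffer negative control and 100% = Enniatin B positive control; higher means more Nile Red kept so more efflux inhibition; some compounds called inactive have numbers as strong as hits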
EBNA-1 inh: EBNA-1 DNA-binding inhibitors, primary screen, biochemical, fluorescence polarization | inhibition, % at 14.8 µM | 300,000 tested, 0.34% active; in the data active = inhibition above about 28%
Fam108B counter: mouse Fam108B serine hydrolase inhibitors, primary screen, counter-screen for RBBP9 inhibitor project, biochemical, fluorescence polarization; recombinant Fam108B, FP-Rh probe fluorescence polarization; inhibition, % at 9.51 µM; 300,000 tested, 0.33% active;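 active = inhibition above the screen mean inhibition plus 3 SD, computed separately per campaign, cut at about 18% in these data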;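 also: inhibitors lower polarization as less probe binds the enzyme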
MEX-5 binding: MEX-5 zinc finger RNA-binding disruptors – biochemical, C. elegans, fluorescence polarization, MLPCN library, primary screen | Zinc finger protein mex-5 (Caenorhabditis elegans), Q9XUB2 | MEX-5/FITC-TCR2 RNA binding; hits give low values | activity score (negative = inhibition of binding), % at 10 µM | 300,000 tested, 0.38% active | AID 1832, 2009;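 active = inhibition past about -25% in most replicates, and total fluorescence under double the plate's negative control median, limit read from the data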;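 also: 0% = DMSO and -100% = 5 µM competing unlabeled TCR2 RNA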
GLD-1 RNA inh: GLD-1/TGE RNA complex disruptors, primary screen, biochemical, fluorescence polarization. AID 2280, 2010. 320,000 tested, 0.44% active. Female germline-specific tumor suppressor gld-1 (Caenorhabditis elegans), Q17339. purified GLD-1 + fluorescein TGE RNA. inhibition, % at 5.96 µM;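 active = percent inhibition above a per-plate cutoff, the plate mean of test compounds plus 3 SD, cut at about 30% in these data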;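 also: 0% = DMSO wells with GLD-1 and probe and 100% = wells lacking GLD-1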
Target sequence (Q17339 whole entry, looked up): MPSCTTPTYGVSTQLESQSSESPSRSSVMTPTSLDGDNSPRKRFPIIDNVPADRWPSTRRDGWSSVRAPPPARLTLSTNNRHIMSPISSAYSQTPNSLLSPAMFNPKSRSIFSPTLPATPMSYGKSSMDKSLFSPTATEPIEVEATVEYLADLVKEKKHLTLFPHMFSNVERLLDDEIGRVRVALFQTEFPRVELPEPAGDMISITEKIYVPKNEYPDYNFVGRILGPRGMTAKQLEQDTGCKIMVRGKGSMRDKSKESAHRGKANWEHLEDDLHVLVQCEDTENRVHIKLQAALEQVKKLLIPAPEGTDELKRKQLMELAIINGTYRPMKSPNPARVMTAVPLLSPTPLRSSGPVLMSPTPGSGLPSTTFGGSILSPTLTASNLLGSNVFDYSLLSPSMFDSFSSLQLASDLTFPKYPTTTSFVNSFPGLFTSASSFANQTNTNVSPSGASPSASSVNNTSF
* marks the source's active call; other numbers are inactive results; · = no result given.

#1 COc1cc(CN2CCNC(=O)C2CC(=O)N(Cc2nccn2C)C(C)C)cc(OC)c1 (centres undefined)
#2 CCc1nnc(NC(=O)CCC(=O)NC2CCCc3ccccc32)s1 (centres undefined)
#3 CCOC(=O)C(C)Sc1nc2ccccc2c(=O)n1CC1CCCCC1 (centres undefined)
#4 Cc1ccc(NC(=O)c2ccc(S(=O)(=O)N3CCCC3)cc2)cc1
#5 COc1ccc(NC(C)=O)cc1S(=O)(=O)Nc1ccc(C(=O)N2CCCC2)cc1
#6 O=C(c1ccc(Br)o1)N1CCN(Cc2ccccc2Cl)CC1
#7 CCCN(CCC)S(=O)(=O)c1ccc(C(=O)Nc2nnc(CSC)o2)cc1
#8 CCN(c1ccccc1)S(=O)(=O)c1ccc(C(=O)Nc2nnc(-c3ccco3)o2)cc1
#9 CC(/C=C1\SC(=S)N(NC(=O)c2ccc(O)cc2)C1=O)=C\c1ccccc1
#10 CCCCOc1ccc(C(=O)Nc2cccc(C)n2)cc1

compound no.	1	2	3	4	5	6	7	8	9	10
ZTA DNA inh	4	3	-9	15	22	-20	15	-4	2	-5
Yeast superoxide	111	90	92	103	105	103	89	125	104	78
BCLXL inh	13	1	1	2	1	0	2	3	1	-2
MCL1-BIM inh	10	-6	2	-3	2	2	-2	13	9	-9
Efflux pump mplx	0.2	-0.1	-0.3	-0.1	-0.2	0.2	-0.1	0.4	-0.2	0.4
EBNA-1 inh	3	5	-2	5	5	-12	20	5	0	2
Fam108B counter	-1	-10	2	2	-1	-1	1	0	-1	-1
MEX-5 binding	-3.0	0.8	0.9	0.0	0.5	2.6	-1.4	-2.7	-2.4	0.5
GLD-1 RNA inh	5	0	4	-3	-2	-2	3	1	-5	5

#11 CC(=O)N1CCOc2ccc(S(=O)(=O)NCc3ccccc3Cl)cc21
#12 COc1ccc(-c2csc(NC(=S)NC(=O)/C=C/c3ccccc3)n2)cc1Br
#13 CC1(C)CC(=O)c2cc(C(=O)N3CCN(CCO)CC3)c(=O)n(-c3ccc(Cl)cc3)c2C1
#14 Cc1c(C(=O)CN2CCN(c3ccccc3)CC2)c2ccccc2n1C
#15 O=C(NCCc1ccccc1F)[C@@H]1CSC2c3ccccc3C(=O)N21 (some centres undefined)
#16 COCCNC(C(=O)Nc1ccc([N+](=O)[O-])cc1Br)c1ccccc1 (centres undefined)
#17 CCOc1nc(OCC)c2cnn(C)c2n1
#18 COc1ccc2c(c1OC)C(=O)N1c3ccccc3N=C(c3ccc([N+](=O)[O-])cc3)CC21 (centres undefined)
#19 COc1cc(C2NC(=O)NC(C)=C2C(=O)OCC2CCCO2)cc(OC)c1OC (centres undefined)
#20 O=C(Nc1cccc(O)c1)C1CCCN1C(=O)OCc1ccccc1 (centres undefined)

compound no.	11	12	13	14	15	16	17	18	19	20
ZTA DNA inh	-10	9	-5	-36	16	-10	-10	3	-10	-1
Yeast superoxide	105	129	110	85	90	94	79	90	77	92
BCLXL inh	5	9	5	-7	10	7	5	0	6	1
MCL1-BIM inh	7	8	-6	-26	4	12	5	-7	-6	-4
Efflux pump mplx	0.3	0.1	-0.1	-0.1	0.0	0.2	-0.2	0.1	0.0	0.1
EBNA-1 inh	1	-7	-2	-11	12	16	-5	-5	-7	-10
Fam108B counter	-3	-4	0	-2	5	4	3	-1	-1	4
MEX-5 binding	3.3	2.9	-0.6	-1.5	3.2	-3.0	1.7	·	2.1	-0.3
GLD-1 RNA inh	-1	3	1	8	1	4	-2	6	4	-2

#21 CN1c2ccsc2C(O)=C(C(=S)Nc2ccccc2)S1(=O)=O
#22 Cc1cccc(OCCC(=O)Nc2ccc(F)c(F)c2)c1
#23 CCC(=O)N1CCN=C1SCc1ccccc1
#24 COc1ccc(-c2ccc(N)cn2)cn1
#25 NC(=O)NCC(=O)N1CCN(S(=O)(=O)c2ccc(Cl)s2)CC1
#26 CN1C(=O)N(C)c2cccc3cccc1c23
#27 C=CCn1c(SCc2ccc(C(=O)Nc3ccccc3)cc2)nnc1-c1ccccc1
#28 CC(=O)Nc1c2c(nn1-c1ccccc1C)CS(=O)C2 (centres undefined)
#29 O=C(COc1ccc(Cl)cc1)NCc1nnc(SCC(=O)Nc2ccc(F)cc2F)o1
#30 O=C(NCC1CCCO1)c1cccc(N2C(=O)C3C4C=CC(C4)C3C2=O)c1 (centres undefined)

compound no.	21	22	23	24	25	26	27	28	29	30
ZTA DNA inh	19	-3	-2	0	-1	-2	-8	2	-4	-4
Yeast superoxide	98	99	99	85	93	86	109	100	99	93
BCLXL inh	15	3	4	5	-1	-1	-6	0	6	-31
MCL1-BIM inh	17	4	2	1	-3	-9	-4	-8	2	-1
Efflux pump mplx	0.0	0.3	-0.2	-0.1	0.0	-0.2	-0.1	0.1	-0.1	-0.3
EBNA-1 inh	6	1	2	·	·	-7	-9	0	7	4
Fam108B counter	2	-3	5	·	·	-1	-1	-3	3	0
MEX-5 binding	-0.1	1.9	-1.0	·	·	0.3	1.6	-1.6	-0.4	0.4
GLD-1 RNA inh	3	10	4	4	4	6	7	-15	5	5

#31 Cc1ccc(/C(O)=C2\C(=O)C(=O)N(Cc3cccnc3)C2c2ccccc2[N+](=O)[O-])cc1 (centres undefined)
#32 COCCNC(=O)c1cc2c(=O)[nH]c3ccccc3c2s1
#33 O=C(COC(=O)/C=C/c1nc2ccccc2s1)Nc1ccccc1Oc1ccccc1
#34 Cc1ccc(/C=C/c2nnc(-c3cccc(C)c3)o2)cc1
#35 O=C(CCc1ccc(O)cc1)c1c(O)cc(O)cc1O[C@@H]1O[C@H](CO)[C@@H](O)[C@H](O)[C@H]1O
#36 Cc1ccccc1-n1c(C)nnc1SCC(=O)N(C)C1CCS(=O)(=O)C1 (centres undefined)
#37 CCc1ccc(NC(=O)CC2C(=O)N(c3ccc(C)cc3)C(=O)N2CCc2ccncc2)cc1 (centres undefined)
#38 O=C(Nc1ccc(N2CCN(C(=O)c3ccc(Cl)cc3)CC2)cc1)c1ccc2c(c1)OCCO2
#39 O=C(Nc1ccc(S(=O)(=O)Nc2ncccn2)cc1)c1ccc2ncsc2c1
#40 CCOC(=O)c1cnn(-c2ccccc2)c1-c1ccncc1

compound no.	31	32	33	34	35	36	37	38	39	40
ZTA DNA inh	2	-19	-10	-3	8	13	-8	-13	11	3
Yeast superoxide	101	101	78	106	100	100	100	98	149	100
BCLXL inh	11	2	-1	2	8	-1	3	-8	7	4
MCL1-BIM inh	9	5	0	2	13	2	-5	0	-1	2
Efflux pump mplx	-0.5	-0.2	0.2	-0.1	0.0	-0.1	-0.1	0.0	-0.1	0.1
EBNA-1 inh	6	-13	-8	2	8	5	-8	9	9	10
Fam108B counter	6	-2	-8	2	8	2	2	1	-4	-2
MEX-5 binding	1.8	-0.4	1.4	0.8	-1.7	-0.2	0.8	·	-4.0	1.3
GLD-1 RNA inh	9	13	0	-1	3	0	-3	7	-6	-10

#41 CN(C)/C=C(\C#N)C(=O)N/N=C/c1ccccc1
#42 O=C(NC(=S)NNS(=O)(=O)c1ccccc1)c1ccc([N+](=O)[O-])cc1
#43 Cc1ccc(C(=O)N2CCCC(N3CCN(c4ccccc4F)CC3)C2)s1 (centres undefined)
#44 Cc1cc(C)cc(OC(=O)N2CCOCC2)c1
#45 CCC(=O)c1ccccc1OCCSc1nc(C)cc(=O)[nH]1
#46 O=C(Cc1ccccc1)Nc1ncccn1
#47 COCCn1c(SCC(=O)Nc2cccnc2Cl)nc2cc(Cl)ccc2c1=O
#48 Cc1ccc2cc(CNC(C)(C)C)c(=O)[nH]c2c1
#49 COc1ccc(NC(=O)N(Cc2cc3ccc(OC)cc3[nH]c2=O)CC2CCCO2)cc1 (centres undefined)
#50 Cc1cccc(-c2cccc(NC(=O)C3CCCN(C(=O)c4ocnc4C)C3)c2)c1 (centres undefined)

compound no.	41	42	43	44	45	46	47	48	49	50
ZTA DNA inh	-14	0	-14	-5	-7	-5	7	-3	-6	-7
Yeast superoxide	99	112	103	106	122	99	126	96	111	106
BCLXL inh	-1	19	1	6	-7	-1	1	-1	1	4
MCL1-BIM inh	8	17	1	0	-7	-7	5	-5	-1	-2
Efflux pump mplx	-0.1	-0.2	0.0	0.1	0.5	0.0	0.2	0.1	0.2	-0.2
EBNA-1 inh	0	-10	-1	-4	-20	-12	·	0	-13	-1
Fam108B counter	-2	-4	0	1	-4	0	·	3	-1	2
MEX-5 binding	-0.9	-24	-2.8	0.2	2.5	0.3	·	-0.5	-2.8	-0.2
GLD-1 RNA inh	-2	3	-8	-4	6	1	0	2	-2	-1

Record cards (already shown).
Cc1cc(C)cc(OC(=O)N2CCOCC2)c1 as listed: ZTA DNA inh = -5; Yeast superoxide = 106; BCLXL inh = 6; MCL1-BIM inh = 0; Efflux pump mplx = 0.1; EBNA-1 inh = -4; Fam108B counter = 1; MEX-5 binding = 0.2; GLD-1 RNA inh = -4
CN(C)/C=C(\C#N)C(=O)N/N=C/c1ccccc1 as listed: ZTA DNA inh = -14; Yeast superoxide = 99; BCLXL inh = -1; MCL1-BIM inh = 8; Efflux pump mplx = -0.1; EBNA-1 inh = 0; Fam108B counter = -2; MEX-5 binding = -0.9; GLD-1 RNA inh = -2

(next part)
#51 CCOc1ccccc1NC(=O)C(Sc1ccccc1)c1ccccc1 (centres undefined)
#52 Cn1c2c(c(=O)n(C)c1=O)C(c1ccc(Br)cc1)C(C#N)=C(N)N2 (centres undefined)
#53 O=C(CCN1C(=O)C2C3C=CC(C3)C2C1=O)Nc1nccs1 (centres undefined)
#54 CC(=O)Nc1ccc(NC(=O)CSc2nnc(NC(=O)C3CC(=O)N(c4ccccc4)C3)s2)cc1 (centres undefined)
#55 CCN1C(=O)Cc2cc(S(=O)(=O)N3CCOCC3)ccc21
#56 CCC(=O)N1CCN(c2ccc(NC(=O)c3cccs3)cc2)CC1
#57 COC(=O)/C=c1/s/c(=C(/C#N)C(=O)N2CCCCC2)n(-c2ccccc2)c1=O
#58 COc1ccc(N2CCN(c3nc4ccccc4n3CC(=O)c3ccccc3)CC2)cc1
#59 CCC1Oc2ccc(C)cc2N(CC(=O)NCCN2CCCCCC2)C1=O (centres undefined)
#60 CC1(Cc2ccc3c(c2)OCO3)NC(=O)NC1=O (centres undefined)

compound no.	51	52	53	54	55	56	57	58	59	60
ZTA DNA inh	-17	6	8	-6	-11	5	3	6	-2	-22
Yeast superoxide	88	100	124	111	94	94	93	95	98	96
BCLXL inh	6	1	3	1	3	3	6	4	5	3
MCL1-BIM inh	2	-3	3	2	4	42*	11	-2	7	1
Efflux pump mplx	0.1	-0.1	0.1	-0.1	-0.2	-0.1	-0.1	0.1	0.1	-0.2
EBNA-1 inh	-12	-2	-3	12	0	13	10	7	-4	-12
Fam108B counter	-3	-5	-4	0	6	1	-3	2	0	2
MEX-5 binding	1.8	0.5	3.2	-6.4	-0.8	-2.0	-4.5	1.4	-4.0	1.3
GLD-1 RNA inh	4	2	-2	10	9	0	-4	1	-4	6
